MBD2 inh – blocks human MBD2 binding to methylated DNA; hit rate 0.31% among 370,000; TR-FRET, MBD2 binding to methylated oligonucleotide; inhibition, % at 4.4 µM; in the data active = inhibition above about 13%
ASAP1 GAP inh – ASAP1 ArfGAP inhibition; Q9ULH1; ASAP1-stimulated ARF1 GTP hydrolysis, GDP FP detection; inhibition, % at 16.5 µM; hit rate 0.19% among 360,000; AID 624377; in the data active = inhibition above about 25%;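 note: 0% = vehicle with enzyme and substrate and 100% = no enzyme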
PLCg1 inh – blocks human PLC-gamma1 enzyme activity; P19174; purified PLC-gamma1, fluorogenic substrate, fluorescence; inhibition, % at 12.2 µM; hit rate 0.84% among 370,000; AID 720700; in the data active = inhibition above about 9.5%
ADAM17 inh – inhibitors of human ADAM17; hit rate 0.83% among 370,000; P78536; inhibition, % at 6.95 µM; AID 720648; recombinant ADAM17, EDANS/DABCYL FRET peptide cleavage;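 active = inhibition above the mean of compounds lying between control limits plus 3 SD, set per campaign, cut at about 8.5% in these data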;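 note: 0% = DMSO-only wells as the low control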
Target sequence (P78536 215-824 limits assumed): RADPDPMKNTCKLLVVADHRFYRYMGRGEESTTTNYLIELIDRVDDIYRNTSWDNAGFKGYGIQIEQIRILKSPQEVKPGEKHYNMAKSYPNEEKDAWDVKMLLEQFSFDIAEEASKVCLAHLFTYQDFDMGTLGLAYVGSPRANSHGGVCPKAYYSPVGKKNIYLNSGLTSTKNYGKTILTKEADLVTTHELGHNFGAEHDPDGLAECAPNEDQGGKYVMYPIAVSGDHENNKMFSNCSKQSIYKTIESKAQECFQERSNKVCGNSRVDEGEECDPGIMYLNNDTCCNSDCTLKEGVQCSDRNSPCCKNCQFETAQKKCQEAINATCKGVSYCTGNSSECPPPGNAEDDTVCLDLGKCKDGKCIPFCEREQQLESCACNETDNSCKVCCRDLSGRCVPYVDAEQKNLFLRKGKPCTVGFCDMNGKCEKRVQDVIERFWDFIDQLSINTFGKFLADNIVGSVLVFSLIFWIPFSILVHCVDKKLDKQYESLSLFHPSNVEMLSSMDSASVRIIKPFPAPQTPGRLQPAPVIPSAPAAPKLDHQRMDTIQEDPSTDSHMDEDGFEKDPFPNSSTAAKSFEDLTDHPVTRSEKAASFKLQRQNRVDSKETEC
UHRF1 binding – blocks human UHRF1 binding to methylated DNA. UHRF1 binding to methylated oligo, TR-FRET. Q96T88. inhibition, % at 4.4 µM. AID 687016. hit rate 0.75% among 370,000; in the data active = inhibition above about 21%;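 note: UHRF1 SRA domain binding a hemimethylated CpG hairpin DNA probe; 0% = median of test compound wells and 100% = reference inhibitor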
PLCb3 inh – inhibitors of human phospholipase C beta3. Q01970. inhibition, % at 12.2 µM. Purified PLC-beta3, fluorogenic substrate, fluorescence. AID 720704. hit rate 0.18% among 370,000; in the data active = inhibition above about 11%;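 note: 0% = median of compound wells on plate and 100% = full blocker control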
Tn7 DDE FP – inhibitors of Tn7 peptide binding to human fibrin DD(E); hit rate 0.13% among 370,000; FP displacement of FITC-Tn7 peptide from fibrin DD(E); 0% = median of compound wells per plate; AID 720508; inhibition, % at 8.3 µM; P02675;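 active = inhibition above the mean of compounds falling within the control limits plus 3 SD of them, cut at about 14% in these data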;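 note: 0% = plate median of compound wells and 100% = 10 µM Aha-Tn7 peptide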
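Test system: human clot-derived fibrin DD(E) complex / Quantity: 2 µM final DD(E) protein / Incubation: 10 min plus 3 h, room temperature / Measured by: fluorescence polarization / Benchmarks: high control of 10 µM Aha-Tn7 peptide / Replicates: singlicate testing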
ARFGAP1 inh – rat ARFGAP1 inhibition; Q62848; Arfgap1-stimulated ARF1 GTP hydrolysis, GDP FP detection; inhibition, % at 16.5 µM; hit rate 0.26% among 360,000; AID 651572;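 active = inhibition above a per-plate limit, mean inhibition of low control wells plus 3 SD, cut at about 25% in these data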;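 note: 0% = DMSO wells with enzyme and 100% = wells lacking Arfgap1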
Target sequence (Q62848 1-136 limits assumed): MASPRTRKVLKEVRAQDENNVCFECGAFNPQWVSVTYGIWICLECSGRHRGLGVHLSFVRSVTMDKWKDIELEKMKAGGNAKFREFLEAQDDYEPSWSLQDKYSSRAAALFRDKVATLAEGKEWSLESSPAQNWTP
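Replicates: Single well per compound | Assay system: Truncated rat Arfgap1 GAP domain | Control set: No-Arfgap1 wells (100%) versus DMSO full-reaction wells (0%) | Times: Enzyme reaction 120 min at 25 °C after 20 min preincubation | Reagent: Human ARF1(Δ1-17)-GTP substrate | Measured by: Tracer-displacement fluorescence polarization with EDTA stop, 620/688 nm | Measure: Percent inhibition of Arfgap1-stimulated GTP hydrolysis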
Tn6 DDE FP – disrupts Tn6 cyclic peptide binding to fibrin D-Dimer-E complex; P02675; Fibrin DD(E) TRITC-Tn6 fluorescence polarization displacement; inhibition, % at 8.3 µM; hit rate 0.21% among 370,000; AID 720509;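 active = inhibition above a per-campaign cutoff: mean of compounds within control limits plus 3 SD, cut at about 15% in these data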;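 note: 0% = median of all compound wells on the plate and 100% = blocking peptide control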
proKLK7 act – activates the human kallikrein-7 zymogen; activation, % at 7 µM; purified proKLK7, EDANS-DABCYL substrate fluorescence; 100% is mature enzyme control, 0% vehicle; P49862; hit rate 0.9% among 370,000;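 active = activation above the mean of all tested compounds plus 3 SD, computed per campaign excluding outliers beyond control limits, cut at about 13% in these data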
Target sequence (P49862 whole entry, looked up): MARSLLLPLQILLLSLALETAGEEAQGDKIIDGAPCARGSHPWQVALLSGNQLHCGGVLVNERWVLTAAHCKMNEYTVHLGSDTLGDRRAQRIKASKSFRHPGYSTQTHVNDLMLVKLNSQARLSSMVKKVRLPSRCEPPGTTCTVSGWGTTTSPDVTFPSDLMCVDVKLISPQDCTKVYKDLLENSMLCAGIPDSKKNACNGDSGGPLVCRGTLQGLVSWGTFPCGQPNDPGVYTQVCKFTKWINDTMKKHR
Numbers without * were called inactive; i = inactive; nt = no result given. Outcome played no part in choosing rows; about 4.1% have a hit in one of these screens.

entry	MBD2 inh	ASAP1 GAP inh	PLCg1 inh	ADAM17 inh	UHRF1 binding	PLCb3 inh	Tn7 DDE FP	ARFGAP1 inh	Tn6 DDE FP	proKLK7 act	SMILES
1	1	6	5	-3	-1	-1	8	4	6	-0.3	CCc1nnc(NC(=O)CSc2nnc(-c3ccc(OC)cc3)n2C)s1
2	9	13	-4	-8	3	-11	0	13	-5	-1.2	COCCNC(=S)N(CCc1c(C)[nH]c2ccccc12)Cc1cccnc1
3	3	nt	1	0	1	2	-1	nt	-3	0.4	C=Cc1ccc(C(=O)N2CCC(n3nnc4ncccc43)CC2)cc1
4	0	5	-3	-3	5	-4	1	4	-8	-0.3	Cc1nc(-c2ccc(Cl)cc2)sc1C1(C)CC(c2ccccc2F)=NO1 (stereo not given)
5	-5	-2	1	5	1	-5	-3	-3	-3	0.3	O=C(CSC1=Nc2ccccc2C2CC=NN12)Nc1ccc2c(c1)OCO2 (stereo not given)
6	0	7	4	4	-1	0	-5	-4	9	0.3	N#Cc1ccc(C(=O)OCCCc2cc3ccccc3c(=O)o2)cc1
7	-6	1	1	-4	-1	0	0	-2	-5	0.7	CC(C)(C)c1ccc(C(=O)c2c[nH]c(C(=O)NCCCn3ccnc3)c2)cc1
8	0	-4	-1	0	-1	-8	7	12	1	-0.1	Cc1ccc(S(=O)(=O)N2CCC(=O)CC2)cc1
9	-1	-3	1	0	-1	2	-2	13	-6	-0.1	Cc1ccc(NC(=O)CC2S/C(=N/c3nccs3)N(C)C2=O)cc1C (stereo not given)
10	-5	-3	1	3	-4	-6	5	2	-5	0.1	O=C(/C=C/c1ccc(F)cc1)NC(=S)Nc1ccccc1O
11	-6	0	1	6	2	-4	-12	-1	1	0.6	CC(C)c1ccc(/C=C(\NC(=O)c2ccccc2)C(=O)NCCCn2ccnc2)cc1
12	-2	-2	-2	-1	-4	0	3	4	4	0.5	COc1ccc(C2C(C#N)=C(N)OC3=C2C(=O)CCC3)c(OC)c1OC (stereo not given)
13	1	5	1	3	14	1	-1	-3	-7	1.0	CCOC(=O)C1=CCN(S(=O)(=O)c2ccccc2Cl)C1c1cccc(C)c1 (stereo not given)
14	-1	1	2	-1	1	5	-4	3	2	-0.3	CC(=O)N1CCN(c2ccc(NC(=S)NC(=O)COc3ccc(C(C)(C)C)cc3)cc2)CC1
15	-3	1	-5	-1	-4	-4	-5	6	9	0.2	O=C(Nc1c(Cl)ccc2nsnc12)c1cccnc1
16	-1	3	1	-4	-2	2	-3	-14	-5	0.0	CCSc1ccccc1C(=O)N=C1NC(=O)CC2C(=O)NCCN12 (stereo not given)
17	-1	-5	0	6	1	-2	-10	3	-1	0.7	CCCCCCSc1ccc([C@@H]2[C@H]3C(=O)N(CC)C(=O)[C@H]3[C@]3(C(=O)OC)CCCN23)cc1
18	-1	-2	-7	1	2	-6	6	-5	5	0.2	CCc1cccc(CC)c1-n1c(SCC(=O)N2CCc3ccccc3C2)nnc1-c1cccnc1
19	-4	-14	-2	-8	-3	-1	9	-3	5	0.5	Cc1nc2sccn2c(=O)c1Cl
20	6	-3	-1	-2	22*	-2	-9	8	-5	-0.4	Cc1ccccc1N/C(SCc1ccc(Cl)cc1)=C(/C#N)C(=O)NCc1ccco1
21	2	0	4	6	6	2	-6	-2	-3	1.1	CC(=O)Nc1ccc(NC(=O)CC23CC4CC(CC(C4)C2)C3)cc1
22	-3	-12	3	2	-2	-3	-5	-7	4	0.6	CCc1ccc(N(C2C=CS(=O)(=O)C2)S(=O)(=O)c2ccc(C)cc2)cc1 (stereo not given)
23	1	-3	-4	-2	-3	-5	-4	6	6	0.5	CN(Cc1nc2ccc(F)cc2[nH]1)Cc1c(C(=O)N(C)C)nc2ccc(Cl)cn12
24	1	7	6	2	-2	5	3	7	4	0.6	CC(C)CC(NC(N)=O)C(=O)NCc1ccc(Cl)cc1 (stereo not given)
25	1	4	11*	11*	4	5	-3	1	10	0.2	O=S(=O)(Cc1ccc(Cl)cc1)C1CCCCC1O (stereo not given)
26	-7	-1	i	-317	2	i	-3	4	1	-86	c1ccc(C2CC(c3cccs3)=NN2c2ccccc2)cc1 (stereo not given)
27	-3	-2	5	7	2	6	-4	5	-4	0.1	COc1ccc(NC(=O)CSc2nc(N)c(-c3ccccc3)c(=O)[nH]2)cc1
28	-2	2	5	-1	0	1	-2	-3	-1	0.1	CCCCC[C@H]1CCCCC[C@H](O)C[C@H](O)[C@@H](O)/C=C/C(=O)O1
29	-6	10	7	3	3	5	2	-11	4	-0.3	CC(C)CNC(=S)NC1CC2CCC(C1)N2Cc1ccccc1 (stereo not given)
30	1	6	8	0	5	3	-9	11	-11	-0.1	CCOc1ccc(OCCSc2nc(C)cc(=O)[nH]2)cc1
31	-2	-9	-56	-24	-1	-84	-3	6	3	2.1	Cc1nnc2ccc(-c3ccc(NC(=O)c4cccnc4Cl)cc3)nn12
32	-5	6	5	3	0	-3	-4	-3	0	-0.2	CS(=O)(=O)c1ccc2nc(NC(=O)CCS(=O)(=O)c3ccccc3)sc2c1
33	-2	-15	-1	-4	2	0	1	4	7	1.0	COCc1cc(N2CCNC[C@H]2C)ccc1N1C[C@@H](C)O[C@@H](C)C1
34	1	2	-3	-3	0	-6	8	5	3	-0.2	O=c1cc(CSc2nc(NCc3ccccc3)c3ccccc3n2)nc2ccc(Cl)cn12
35	-2	6	-1	-4	-2	-2	2	1	0	-0.1	CC(C)n1nc(C(=O)Nc2ccc3c(c2)OCO3)c2ccccc2c1=O
36	-3	-15	1	-4	0	0	-4	10	3	0.3	CC1=NOC(=O)/C1=C\c1ccc(-c2cc(Cl)ccc2Cl)o1
37	-3	0	-5	-4	1	3	-9	9	6	0.1	CNc1n[nH]c(-c2ccccc2)n1
38	1	1	-3	-3	-1	5	-5	11	-8	0.0	CC(=O)N[C@@H](Cc1c[nH]c2ccccc12)C(=O)OCC(=O)Nc1cc(C)on1
39	-2	13	-7	-6	6	-6	2	-1	7	0.7	CSC1=C(C#N)C(c2ccc(C)cc2)C2=C(CCCC2=O)N1 (stereo not given)
40	-3	5	6	0	3	1	-3	17	-2	0.1	O=C(NCC(c1ccco1)N1CCN(c2ccccc2F)CC1)c1cccs1 (stereo not given)

Reformatted as tab-separated lines: two of the compounds above.
No.	Structure	MBD2 inh	ASAP1 GAP inh	PLCg1 inh	ADAM17 inh	UHRF1 binding	PLCb3 inh	Tn7 DDE FP	ARFGAP1 inh	Tn6 DDE FP	proKLK7 act
36	CC1=NOC(=O)/C1=C\c1ccc(-c2cc(Cl)ccc2Cl)o1	-3	-15	1	-4	0	0	-4	10	3	0.3
34	O=c1cc(CSc2nc(NCc3ccccc3)c3ccccc3n2)nc2ccc(Cl)cn12	1	2	-3	-3	0	-6	8	5	3	-0.2

Additional structures follow.
entry	MBD2 inh	ASAP1 GAP inh	PLCg1 inh	ADAM17 inh	UHRF1 binding	PLCb3 inh	Tn7 DDE FP	ARFGAP1 inh	Tn6 DDE FP	proKLK7 act	SMILES
41	-6	19	3	4	-1	-7	-5	3	5	0.4	Cc1ccc(CNC(=O)CCSCc2ccc(C)cc2)cc1
42	4	-15	0	-2	1	-2	3	6	-2	-0.1	O=C(Oc1ccccc1C(=S)N1CCCCC1)c1cc([N+](=O)[O-])cc([N+](=O)[O-])c1
43	0	-17	1	-1	2	-3	-5	-1	3	0.0	CC1(c2ccc(OC(F)F)cc2)NC(=O)N(CC(=O)Nc2ccccc2)C1=O (stereo not given)
44	-5	1	-1	2	0	7	2	-8	1	-0.1	Cc1ccc([C@H]2C[C@H](n3cc(-c4ccc(F)cc4)nn3)[C@@H](O)CN2C(=O)C2CCCCC2)cc1
45	0	-1	-12	-1	-1	-15	5	-12	1	-0.2	O=S(=O)(Nc1nc2ccccc2nc1N1CCN(c2ccccc2)CC1)c1ccc(F)cc1
46	-3	-11	-1	-2	0	-1	-1	10	4	0.4	CCN(C(=O)COC(=O)CCc1ccccc1OC)c1c(N)n(Cc2ccccc2)c(=O)[nH]c1=O
47	-4	-10	0	-1	0	-8	4	2	9	-0.2	O=C1CCC(C(=O)N2CCCO2)CN1Cc1cccc(C(F)(F)F)c1 (stereo not given)
48	-10	-6	1	-5	-8	-5	15*	-12	-6	-0.1	Cc1ccc(NC(=O)c2ccc(NCCCN3CCC(C)CC3)c([N+](=O)[O-])c2)cc1F
49	-4	10	-1	-2	1	0	0	-5	0	-0.7	CCc1cccc(CC)c1-n1c(SCC(=O)c2c(N)n(C)c(=O)n(C)c2=O)nnc1-c1cccnc1
50	-5	-1	1	-1	-2	1	-9	5	4	0.2	COc1ccc(N2CCCn3c2nc2c3c(=O)n(CCc3ccccc3)c(=O)n2C)cc1
51	-4	11	7	1	1	7	-7	7	7	0.2	Cc1ccc(N(CC(=O)NC2CCCC2)C(=O)CCCC(=O)Nc2ccccn2)cc1C
52	-1	-11	6	-1	1	2	-4	-2	7	0.6	COC(=O)C1=C(C)N(CCc2ccc(OC)c(OC)c2)C(=O)C1
53	6	6	-1	-1	0	-4	2	-10	0	-0.8	Cc1ccccc1CSCCNC(=O)CCSc1ccccc1
54	-6	-13	0	2	0	-3	7	-4	-3	1.1	COc1ccc(NC(=O)CSc2nnc(Cc3cccn3C)n2-c2ccc(F)cc2)cc1
55	0	7	3	-4	5	-2	-6	8	-6	0.5	CO[C@@H]1CN(C)C(=O)c2cc(NC(=O)Nc3cc(F)ccc3F)ccc2OC[C@H](C)N(C(=O)c2ccccn2)C[C@@H]1C

3 compounds from above, showing only ARFGAP1 inh, proKLK7 act and Tn7 DDE FP:
cpd | SMILES | ARFGAP1 inh | proKLK7 act | Tn7 DDE FP
53 | Cc1ccccc1CSCCNC(=O)CCSc1ccccc1 | -10 | -0.8 | 2
54 | COc1ccc(NC(=O)CSc2nnc(Cc3cccn3C)n2-c2ccc(F)cc2)cc1 | -4 | 1.1 | 7
55 | CO[C@@H]1CN(C)C(=O)c2cc(NC(=O)Nc3cc(F)ccc3F)ccc2OC[C@H](C)N(C(=O)c2ccccn2)C[C@@H]1C | 8 | 0.5 | -6
